UDG counter = UDG inhibition counter-screen | FRET deamination/UDG coupled assay, UDG read, 4 h | Potency, µM (doses to about 115 µM), for the others: top-dose activity change, negative = inhibition, actives largely listed as inhibitors | 91,000 tested, 0.14% active | AID 1347430; further: nearly all actives have a fitted effect of over 65% in size
AID inh = blocks human AID cytidine deaminase activity. AID deamination FRET fluorescence, UDG-coupled, 4 h. Potency, µM (highest dose often 115 µM), for inactives: at the highest dose activity change, negative = inhibition, hits mostly inhibitors. 91,000 tested, 0.32% active. Q9GZX7; further: nearly all actives have a fitted effect of over 25% in size
Target sequence (Q9GZX7 whole entry, looked up): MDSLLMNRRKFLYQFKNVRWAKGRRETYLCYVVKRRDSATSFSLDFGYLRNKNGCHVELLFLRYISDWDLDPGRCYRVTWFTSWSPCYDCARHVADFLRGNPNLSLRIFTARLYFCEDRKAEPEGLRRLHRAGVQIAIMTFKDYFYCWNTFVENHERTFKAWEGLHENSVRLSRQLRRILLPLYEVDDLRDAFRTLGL
Active calls of the source: *; ? = inconclusive; [ ] = dose if it differs, or a comment. The call rests on the fitted dose curve; in most records, active means well fitted curve in the direction sought with a large enough effect; inconclusive means small, poorly fitted or top-dose-only effect, or another doubt; inactive means no such curve, though single readings can be large; an effect the other way counts as inactive or inconclusive. On the % scale 0 is the no-effect control and ±100 the full control effect; potency means the concentration at half of the fitted maximal effect. The list is partial; the hit share may differ from the screen's.

The line under a structure holds: UDG counter | AID inh
1) COCCOC(=O)c1c(-c2ccccc2)c(-c2ccccc2)nn(C)c1=O
  8%[57.5 µM] | 0%
2) CCn1cc(C(=O)NCc2ccccc2OC)c(=O)c2cc(S(=O)(=O)N3CCCCC3)ccc21
  -27% | ?
3) COc1cccc(/C=C/c2nc(C#N)c(N3CCN(C(=O)c4ccco4)CC3)o2)c1
  -2% | -5%
4) CCc1ccc(NC(=O)c2sc3ncnc(N(C)C4CCCCC4)c3c2C)cc1
  79µM* | -12%
5) O=C(O)CNS(=O)(=O)c1cc(C(=O)O)ccc1C(=O)O
  -1% | -4%
6) COc1ccc(NC(=O)Cn2c(=O)c3cc(Cl)ccc3n3nncc23)cc1
  -8% | 8%
7) Cc1ccc(NC(=O)CN2C(=O)CSc3ccc(S(=O)(=O)N(C)C)cc32)cc1C
  8% | 2%
8) CCCN(Cc1nnc(-c2ccccc2Cl)o1)C(=O)c1ccc(S(=O)(=O)N2CCCC2)cc1
  7% | 3%
9) CCOc1ccc(NC(=O)c2ccc3c(SCC(=O)O)c4c(nc3c2)CCCC4)cc1
  -3% | ?
10) COc1ccccc1C(=O)NCCSc1c(C)[nH]c2ccccc12
  -5% | ?
11) COC(=O)c1cccc(NC(=O)c2cc(=O)c3ccccc3o2)c1
  4% | -8%
12) COc1cc(C2C(=O)N(C3CCCCC3)CC(=O)N2C2CCCC2)ccc1OC(C)C (stereo not drawn)
  -5%[57.5 µM] | 18%
13) Cc1c(CC(=O)O)c(=O)oc2c(C)c(OC(C)C(=O)O)ccc12 (stereo not drawn)
  -2% | 1%
14) CCOC(=O)Cn1c(=O)n(CC2CCCO2)c2nc(-c3ccccc3Cl)nc(C(N)=O)c21 (stereo not drawn)
  1% | -18%
15) CCCS(=O)(=O)c1nc(S(=O)(=O)c2ccc(C)cc2)c(NCc2ccccc2)s1
  -12% | -13%
16) O=C(O)/C=C/c1nccs1
  -5% | 5%
17) COC(=O)/C(C#N)=C\c1cccc(Oc2ccc(Cl)cc2)c1
  -2% | ?
18) COc1ccccc1C(=O)NC1(C(F)(F)F)C(=O)Nc2c1c(=O)[nH]c(=O)n2-c1ccccc1 (stereo not drawn)
  -7% | 15%
19) COc1ccc(C)cc1CN(C)C(=O)NCc1ccc(S(=O)(=O)N2CCCCC2)cc1
  -6% | -4%
20) O=C(Nc1ccc2oc(-c3cccnc3)nc2c1)c1ccccc1I
  4% | 19%
21) COc1ccc(-c2cn3c(n2)sc2cc(C(=O)Nc4cccc(SC)c4)ccc23)cc1
  -6%[57.5 µM] | -4%
22) CCc1ccc2oc(-c3cccc(NC(=O)c4cc5ccccc5o4)c3)nc2c1
  0%[57.5 µM] | 22%[57.5 µM]
23) CCOC(=O)COc1ccc2c(=O)c(-c3ccccc3)c(C)oc2c1
  -5% | -6%
24) COc1cccc(C(=O)Nc2nc3nc(-c4ccccc4)cc(=O)n3[nH]2)c1
  -5% | ?
25) COc1ccc(CN(C)c2ccc(-c3nc(-c4ccccc4)no3)cc2[N+](=O)[O-])cc1
  -18% | -25%
26) O=c1c2sc3ccccc3c2n(Cc2cccc(C(F)(F)F)c2)c(=O)n1Cc1ccco1
  -14% | -23%
27) COc1ccc(C2c3c(-c4ccccc4)n[nH]c3C(=O)N2c2ccc(C(=O)O)cc2)c(OC)c1 (stereo not drawn)
  -1% | ?
28) COc1ccccc1CNC(=O)C1CCCN(c2nn3cc(-c4ccc(F)cc4)nc3s2)C1 (stereo not drawn)
  ? | -6%
29) Cc1c(CC(=O)NCc2ccc(F)cc2)c(=O)oc2c(C)c(O)ccc12
  3% | 14%
30) COc1ccccc1/C=C/c1nc(C#N)c(N2CCCCC2)o1
  -12% | ?

The closing five entries of the part before lead into the next.
The line under a structure holds: UDG counter | AID inh
26) O=c1c2sc3ccccc3c2n(Cc2cccc(C(F)(F)F)c2)c(=O)n1Cc1ccco1
  -14% | -23%
27) COc1ccc(C2c3c(-c4ccccc4)n[nH]c3C(=O)N2c2ccc(C(=O)O)cc2)c(OC)c1 (stereo not drawn)
  -1% | ?
28) COc1ccccc1CNC(=O)C1CCCN(c2nn3cc(-c4ccc(F)cc4)nc3s2)C1 (stereo not drawn)
  ? | -6%
29) Cc1c(CC(=O)NCc2ccc(F)cc2)c(=O)oc2c(C)c(O)ccc12
  3% | 14%
30) COc1ccccc1/C=C/c1nc(C#N)c(N2CCCCC2)o1
  -12% | ?
31) Cc1ccc(C)c(CN2C(=O)c3ccccc3Sc3ccc(C(=O)NCc4ccc5c(c4)OCO5)cc32)c1
  -1% | ?
32) CCOC(=O)c1cnc(SCc2nc(-c3ccccc3C)oc2C)nc1N
  -6% | 1%
33) CC1CCC(NC(=O)c2ccc3c(c2)N(Cc2ccccc2F)C(=O)c2ccccc2S3)CC1 (stereo not drawn)
  -25%[57.5 µM] | -20%
34) COc1cc(NC(=O)c2nn(C)c3c2CS(=O)(=O)c2ccccc2-3)cc(OC)c1
  11% | -1%
35) Cc1cc(C(=O)N2CCN(c3ncccn3)CC2)c2c(C)noc2n1
  3% | 25%
36) Cc1ccc2scc(N3CCN(c4ccc(F)cc4)CC3)c(=O)c2c1
  10% | 14%
37) CC(C)N1CCc2c(sc(NC(=O)c3ccc(S(=O)(=O)N(C)C4CCCCC4)cc3)c2C(N)=O)C1
  -2% | 92%[activator]
38) O=C(CN1CCN(CC(=O)Nc2cccc(F)c2)CC1)NCCc1c[nH]c2ccccc12
  1% | -1%
39) O=C(CSc1nc(Cl)nc2nc[nH]c12)NCCc1ccccc1
  -2% | 7%
40) CCc1ccc(NC(=O)c2cc3c(COC(C)=O)cnc(C)c3oc2=O)cc1
  -2% | -6%
41) CC(=O)c1ccc(C(=O)N(C)C(c2ccccc2)c2ccccc2)s1
  -4% | -9%
42) Clc1cccc(C=Nc2cccc3ccccc23)c1Cl
  -2% | -2%
43) CCc1ccc2oc(=O)cc(CN3CCN(c4ccccc4)CC3)c2c1
  6% | 8%
44) O=C(Nc1cc(-c2nc3ccccc3o2)ccc1Cl)c1cc([N+](=O)[O-])ccc1N1CCOCC1
  2% | 11%
45) CC(C)C(NC(=O)c1ccccc1)C(=O)N[C@@H](C)c1nnc2ccccn12 (stereo partly drawn)
  0% | -1%
46) Cc1nn(C)c(C)c1CC(=O)Nc1nc(C2CC2)cs1
  9% | 8%
47) Cc1cc(C)c(NC(=O)COc2ccc3c(C)cc(=O)oc3c2)c(C)c1
  2% | -1%
48) O=C(Nc1ccccc1C(F)(F)F)C1(S(=O)(=O)c2ccc(Cl)cc2)CC1
  -6%[57.5 µM] | 6%
49) CC(C)C(=O)NCC(=O)O
  4% | 10%
50) CCc1nc(C#N)c(NCCc2ccc(OC)cc2)o1
  6% | -7%
51) CCCSc1ncc(Cl)c(C(=O)N2CCN(c3ccc(OC)cc3)CC2)n1
  -11% | -20%
52) CN(C)CCNC(=O)c1ccc2c(=O)n3c(nc2c1)CCCCC3
  1% | 5%
53) CCN(CC)S(=O)(=O)c1ccc2c(c1)cc(C(=O)NC(C)Cc1ccco1)n2C (stereo not drawn)
  -12% | -11%
54) Cc1cc(NC(=O)CN2C(=O)c3cccnc3Sc3ccccc32)ccc1Br
  -3% | 10%
55) Cc1ccccc1CN1C(=O)c2ccccc2Sc2ccc(C(=O)N3CCCC3)cc21
  -8%[57.5 µM] | ?
56) Cn1c(=O)[nH]c(=O)c2c1nc(N1CCN(Cc3ccccc3Cl)CC1)n2Cc1ccccc1F
  -14% | -24%
57) CC1CCCCN1S(=O)(=O)NC1CCN(c2ncccn2)CC1 (stereo not drawn)
  0% | 4%
58) CCCOc1cc(OCCC)c2c(=O)cc(-c3ccccc3)oc2c1
  10% | -16%
59) Cc1ccc(C)c(N2CCN(C(=O)CCCCCn3c(=O)[nH]c4ccccc4c3=O)CC2)c1
  8% | -15%
60) CC(C)c1ccc(-c2noc(SCC(=O)N3CCN(c4ccccc4F)CC3)n2)cc1
  28% | 6%
61) O=S(=O)(NCc1ccnc(N2CCOCC2)c1)c1ccc(Cl)cc1C(F)(F)F
  1% | -2%
62) Cc1ccc(NC(=O)C2CCN(c3cc(C)nc4c(-c5ccc(Cl)cc5)c(C)nn34)CC2)c(C)c1
  5% | 7%
63) Cc1ccc(N2CC(NC(=O)c3cccs3)CC2=O)cc1 (stereo not drawn)
  7% | 7%
64) O=c1cc(-c2ccccc2)[nH]c2nc(Cl)ccc12
  11% | 14%
65) COc1cc(Nc2ncc3c(n2)CCN(Cc2cc(Br)cs2)C3)cc(OC)c1
  ? | ?
66) O=C(O)CSC(=O)c1ccccc1Cl
  -9% | -6%
67) COCCn1c(SC(C)C#N)nnc1-c1ccc(Cl)cc1 (stereo not drawn)
  -10% | 4%
68) COc1ccc(NC(=O)CCn2c(-c3ccc(F)cc3)cc(C(C)=O)c2C)c(OC)c1
  -2% | -12%
69) COc1cccc(CN(C)C(=O)c2cc3cc(Br)ccc3[nH]2)c1
  2% | 5%
70) CCCCCCOc1ccc(C(=O)Oc2ccc(-c3ccc(CCC)cn3)cc2)cc1
  -9% | -4%
71) N#Cc1ccccc1CSc1nccc(C(F)(F)F)n1
  -4% | -3%
72) Cc1ccccc1OCC(=O)Nc1ccc(OCc2cc(=O)n3ccsc3n2)cc1
  -7% | 5%
73) COc1cc(C(=O)N2CCC(c3nc4ccccc4s3)CC2)cc(OC)c1OC
  -13%[57.5 µM] | -7%[57.5 µM]
74) Cc1cc(C)cc(OCC(=O)Nc2ccc(-c3nc4ncccc4o3)cc2C)c1
  -4% | 11%
75) COc1ccc(C(=O)Nc2ccc3nc(SCC(=O)N4CCc5ccccc54)sc3c2)cc1
  69%[activator] | 20%
76) CC(C)OC(=O)c1cccc(NC(=O)Cn2nnc3sc4c(c3c2=O)CCCC4)c1
  14% | -8%
77) CCOC(=O)N1CCc2c(sc(NCc3cccs3)c2C(=O)Nc2cc(Cl)ccc2OC)C1
  -21% | 43%[activator]
78) COc1ccc2[nH]cc(S(=O)(=O)c3ccc(C)c(C)c3)c(=O)c2c1
  50%[activator] | 17%
79) CC1(C)CC(=O)C2=C(C1)OC1=C(C(=O)CC(C)(C)C1)C2c1ccc(-c2ccccc2C(=O)O)o1
  -1% | 2%
80) CCOc1ccc(NC(=O)NCc2nc(-c3ccc(C)cc3)oc2C)cc1
  -3% | 1%
81) Cc1ccc2nc(/C(C#N)=C/c3ccccc3F)[nH]c2c1
  -5%[57.5 µM] | 32%[activator]
82) CC(C)(C)c1ccc(-c2nnc(SCC(=O)N3CCCC3)n2C2CCCC2)cc1
  2% | -13%
83) COC(=O)c1sc2ccccc2c1S(=O)(=O)N1CCN(c2ccc(C(C)=O)cc2)CC1
  43%[activator] | -2%
84) Cc1ccc(OC(=O)CSc2nnc(-c3cccs3)o2)c(C)c1
  ? | ?
85) O=C(O)/C=C/C(=O)c1ccccc1
  -2% | -13%
86) Cc1nc2ccc(S(=O)(=O)NCC(=O)Nc3ccc(F)cc3F)cc2s1
  -8% | -3%
87) CCN(Cc1ccccc1)C(=O)C1CCN(c2ncnc3c2nc2n3CCCCC2)CC1
  -5% | 2%
88) Cc1ccc(C)c(N2C(=O)N(Cc3c(F)cccc3Cl)c3ccccc3S2(=O)=O)c1
  -12% | -19%
89) Cc1cc(C)cc(OCC(=O)NC(Cc2c[nH]c3ccccc23)C(=O)O)c1 (stereo not drawn)
  -24% | 28%
90) Cc1nc2c(C(=O)NCCc3ccccc3)cnn2c(C)c1Cc1c(F)cccc1Cl
  -21% | ?

One compound at a time, from the list above. Order of screens: UDG counter | AID inh
Entry for Cc1cc(C)cc(OCC(=O)NC(Cc2c[nH]c3ccccc23)C(=O)O)c1 (stereo not drawn) : -24% | 28%
Entry for CCCCCCOc1ccc(C(=O)Oc2ccc(-c3ccc(CCC)cn3)cc2)cc1 : -9% | -4%

Other entries follow.
The line under a structure holds: UDG counter | AID inh
91) Cc1ccc(S(=O)(=O)CCC(=O)Nc2ccc(OC(F)(F)F)cc2)cc1
  -10% | ?
92) N#Cc1cccc(C(=O)Oc2ccccc2C(F)(F)F)c1
  -4% | -2%
93) O=C(COc1ccc2ccccc2c1)Nc1nc2n(n1)C(c1ccc(Cl)cc1)CC(=O)N2 (stereo not drawn)
  -2% | -3%
94) O=C(Nc1ccccc1)C(c1ccccc1)N1CCN(C(=O)C2CC2)CC1 (stereo not drawn)
  -9% | -10%
95) CCn1nc(C)c2c(-c3ccccc3)cc(=O)n(C(C)C(=O)NCCc3ccc(OC)c(OC)c3)c21 (stereo not drawn)
  -27% | ?
96) COc1cccc2c1OC1(CCN(C(C)=O)CC1)N1N=C(c3ccccc3OC(F)F)CC21 (stereo not drawn)
  -6% | -18%
97) O=C(CSc1nnc2ccc(-c3ccncc3)nn12)N1CCCc2ccccc21
  1% | -11%
98) O=C(Nc1cccnc1)c1ccc(SC(F)(F)F)cc1
  2% | 3%
99) Cc1ccc(OC(C)C(=O)N2CCN(Cc3nc(N)c4ccccc4n3)CC2)cc1 (stereo not drawn)
  -1% | 0%
100) COCCCNC(=O)c1cn(CC(C)C)c(=O)c2c1c1ccccc1n2C
  -8% | -3%
101) CSc1ccccc1C(=O)NC(C)(C)C
  1% | 4%
102) CCc1ccccc1NS(=O)(=O)c1cc(Br)cc2c1N(C(=O)C1CC1)CC2
  -5% | 37%[activator]
103) COC(=O)c1ccc(COC(=O)Cc2ccc(Cl)cc2Cl)cc1
  -7% | -4%
104) COc1ccc(C)cc1NC(=O)C1CCCN(S(=O)(=O)c2ccc3c(c2)CCCN3C(C)=O)C1 (stereo not drawn)
  -25% | ?
105) N#Cc1c(N2CCN(C(=O)C(=O)NCCc3ccccc3)CC2)nc(-c2ccco2)c2c1CCCC2
  -4% | -11%
106) COCCCNC(=O)c1cc(-c2ccncc2)nc2ccc(S(=O)(=O)N3CCOCC3)cc12
  0% | -7%
107) CNC(=S)NNC(=O)C(Sc1ccccc1)c1ccccc1 (stereo not drawn)
  -7% | -3%
108) Cc1c(C(=O)OCCOc2c(Cl)cc(Cl)cc2Cl)sc(=S)n1C
  0% | -4%
109) CC(=O)NCCNC(=O)CSc1nc(C2CC2)nc2ccccc12
  -9% | -12%

Screening results (PubChem)
